# TTR transcr act: increases transthyretin transcription; SH-SY5Y TTR promoter Gaussia luciferase, luminescence; 100% = recombinant luciferase protein wells; activation, % at 16.7 µM; 92,000 compounds, 1.3% hits; AID 1117267;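 active = activation above the mean of all tested compounds plus 3 SD, cut at about 9.5% in these data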;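 note: cells exposed to compounds for one day before reading; 0% = median of all test compound wells on the plate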
# The depositor's hits bear a star. Some of the compounds tested; the hit share may differ from the screen's.
SMILES,TTR transcr act
C=CCN1C(=O)[C@H](CC(=O)N2CCOCC2)[C@@]2(C(=O)OCC)CCCC=C12,1.6
COC(=O)C(CCSC)NC(=O)C(NC(=O)C1CCC(C)CC1)C(C)C (configuration not stated),-2.4
Nc1nc(-c2ccccc2)nc(-c2ccccc2O)n1,1.9
O=C(COC(=O)C1CCC1)Nc1ccc(Oc2ccccc2)cc1,0.5
CCCCOc1c(C(=O)Nc2ccccc2)nnn1-c1ccccc1,-1.3
COc1cc(OC)cc(-n2nnnc2SCC(=O)Nc2nc3c(s2)CCCC3)c1,-0.8
CSc1nncc(/C(C)=N\Nc2ccccc2)n1,-3.7
Cn1nc(C(C)(C)C)cc1N1C(=O)CCC1(C)C(=O)Nc1ccc2ccccc2c1 (configuration not stated),0.6
C[C@]12c3[nH]c4ccc(Cl)cc4c3CCN1C(=O)[C@@H](CC(=O)NCc1cccc(C(F)(F)F)c1)C[C@@H]2C(=O)N1CCCCC1,-0.4
O=C(CCCN1C(=O)c2cccc3cccc(c23)C1=O)NCc1ccco1,-0.8
CC(=O)Nc1cc2c(cc1NC(=O)c1cnccn1)OCCO2,-0.6
COc1ccc(NS(=O)(=O)c2ccc(S(=O)(=O)N3CCCC3)cc2)cc1,2.6
Cc1ccc(C(O)CN2C3=NCCCN3c3ccccc32)cc1 (configuration not stated),3.6
Cc1ccc(S(=O)(=O)N2CCN(CC(=O)N3CCCC3)CC2)c(C)c1,2.3
CC(=O)Nc1cccc2cc(O)ccc12,-0.9
C=CC[C@@H](CC(=O)NCCO)C(=O)N[C@H](C)COC(=O)[C@@H](CC=C)Cc1ccc(F)cc1,3.8
O=C(Nc1ccc(-c2ccccc2)cc1)c1ccco1,-3.0
O=C(CSc1nnc(-c2ccco2)o1)c1ccccc1,1.0
COc1ccc(C(=O)N2CCC(N3CCN(c4ccccc4)CC3)CC2)cc1,-0.2
O=C(NCc1cccnc1)c1ccc(-c2ccccc2[N+](=O)[O-])o1,-1.0
O=C1OCCN1CCNCc1cn(-c2ccc(F)cc2)nc1-c1ccccc1Cl,3.6
Cc1cccc(NC(=O)CCn2c(=O)oc3ccccc32)c1,1.1
Cn1c(=O)c2c(O)c([N+](=O)[O-])c(=O)n(C)c2n(C)c1=O,2.4
CCn1c(SCC(=O)N2CCCCC2)nc2c([nH]c3ccccc32)c1=O,-0.5
Cc1ccc(-n2nc(C(=O)O)c(O)cc2=O)cc1,-1.9
CCCc1nc(NC(=O)c2ccccc2)nc(NC(=O)c2ccccc2)n1,-1.4
CCCCNS(=O)(=O)c1ccc2nc(-c3cccnc3)cc(C(=O)NC(C)C)c2c1,0.4
COc1cc(Cl)c(C)cc1NC(=O)c1ccc(S(C)(=O)=O)cc1,0.1
COc1ccc(NC(=O)CN(C)S(=O)(=O)c2ccccc2)c([N+](=O)[O-])c1,0.5
O=C(Nc1ccncc1)c1sc2ccccc2c1Cl,-0.8
COc1ccc(Nc2nc(NC(C)(C)C)nc(N3CCOCC3)n2)c(OC)c1,0.9
CC1(C(=O)NS(=O)(=O)c2cccc(OC(F)F)c2)CCN1C(=O)c1ccco1 (configuration not stated),4.2
Cc1ccc(C2=Nc3ccccc3NC(C)(c3ccc(C)o3)C2)o1 (configuration not stated),0.7
CC(C)N1C(=O)N(c2ccccc2)C(C)(O)CC1(C)C (configuration not stated),-1.3
O=c1[nH]cnc2c1ncn2-c1ccc(Cl)cc1,2.2
Cc1cnc(C(=O)N(CCCn2ccnc2)C2C(=O)Nc3ccccc3N=C2c2ccccc2)cn1 (configuration not stated),-0.4
Cc1ccc(S(=O)(=O)NCC2CCC(C(=O)N3CCN(C)CC3)CC2)cc1 (configuration not stated),-0.1
Cc1cccc(NC(=O)c2onc3c2CCCC3)c1C,7.4
CCOc1ncccc1C(=O)N1CCN(S(=O)(=O)c2ccc(Br)cc2Cl)CC1,-1.0
CC1(C(=O)NCc2ccncc2)Cc2c(-c3cccc(C(F)(F)F)c3)ccnc2O1 (configuration not stated),1.4

# Retrieved by structure from above:
SMILES,TTR transcr act
COc1ccc(Nc2nc(NC(C)(C)C)nc(N3CCOCC3)n2)c(OC)c1,0.9
CCn1c(SCC(=O)N2CCCCC2)nc2c([nH]c3ccccc32)c1=O,-0.5
CC(C)N1C(=O)N(c2ccccc2)C(C)(O)CC1(C)C (configuration not stated),-1.3
Cc1ccc(C2=Nc3ccccc3NC(C)(c3ccc(C)o3)C2)o1 (configuration not stated),0.7
CC1(C(=O)NCc2ccncc2)Cc2c(-c3cccc(C(F)(F)F)c3)ccnc2O1 (configuration not stated),1.4
CCCCNS(=O)(=O)c1ccc2nc(-c3cccnc3)cc(C(=O)NC(C)C)c2c1,0.4
Cc1ccc(S(=O)(=O)NCC2CCC(C(=O)N3CCN(C)CC3)CC2)cc1 (configuration not stated),-0.1

# Remaining list, next part
SMILES,TTR transcr act
Cn1c(N)c(C(=O)COC(=O)/C=C/c2ccc(Cl)c(Cl)c2)c(=O)n(C)c1=O,-1.1
CCN(CC(=O)Nc1cccc(OC)c1)c1ncnc2sc(C)c(C)c12,-0.9
CNC(=O)CN(c1ccc(F)cc1)S(=O)(=O)c1cc(C)ccc1OC,-0.1
NS(=O)(=O)c1ccc(NC(=O)COC(=O)c2cc([N+](=O)[O-])ccc2Cl)cc1,-0.8
Cc1nc(C(F)(F)F)c(C(=O)NC(=O)Nc2ccc(OC(F)(F)F)cc2)s1,-1.6
CC(C)CN(C)Cc1c(C(=O)N2CCc3ccccc3C2)nc2ccc(Cl)cn12,-2.0
CC[C@]12c3[nH]c4cc(-c5ccco5)ccc4c3CCN1C(=O)[C@@H](CC(=O)NCCCn1ccnc1)C[C@@H]2C(=O)N1CCN(C(=O)c2ccco2)CC1,0.2
O=C(NCCCn1ccnc1)/C(=C\c1cccnc1)NC(=O)c1ccccc1Br,0.6
COc1ccc(NC(=S)N/N=C/c2cccn2Cc2ccc(F)cc2Cl)cc1,-2.2
CCC1Oc2ccc(C)cc2N(CC(=O)N(Cc2ccncc2)Cc2ccco2)C1=O (configuration not stated),0.8
CCc1nc(SCC(=O)N2CCCC2)c2ccccc2n1,0.1
CCNS(=O)(=O)c1ccc(NS(=O)(=O)c2cc(C)ccc2C)cc1,-3.5
FC(F)(F)c1nc2ccccc2n1CCNc1nc(CN2CCCCC2)cs1,0.0
Cc1cc(OCC(=O)NC(Cc2c[nH]c3ccc(O)cc23)C(=O)O)c2c(C)c(C)c(=O)oc2c1 (configuration not stated),1.8
COc1ccccc1NC(=O)C(C)Sc1nnc2ccccn12 (configuration not stated),-1.8
O=C(Cc1ccccc1)c1ccccn1,2.8
O=C(Nc1ccccc1)c1ccccc1OS(=O)(=O)c1ccccc1,-0.7
CCCCn1nnnc1C(c1ccccc1)N1CCN(c2ncccc2C(F)(F)F)CC1 (configuration not stated),0.0
COc1cc(NS(=O)(=O)c2ccc(NC(=O)c3ccc([N+](=O)[O-])cc3)cc2)ncn1,0.0
COc1ccc(OC2CCN(S(=O)(=O)c3ccccc3)CC2)cc1,0.9
CCC(O)C1CCN(Cc2cn(-c3ccc(OC)cc3)nc2-c2cccc(F)c2)CC1 (configuration not stated),2.6
CCCCn1c(-c2csc(CCC)c2)n[nH]c1=S,4.6
Cc1cc(C)n(-c2nnc(C)n2/N=C/c2ccccc2O)n1,1.6
COc1ccc(-c2nnc(SCc3nc4ccccc4s3)n2C(C)C)cc1,-0.7
S=c1nccc(-c2ccc3c(c2)CCO3)[nH]1,3.5
CS(=O)(=O)Cc1ccc(C(=O)NNC(=O)c2cc(-c3ccccc3)n[nH]2)cc1,-0.3
Cc1ccc(NC(=O)c2ccco2)cc1C,-0.3
O=C(CSc1nc2ccccc2c(=O)n1-c1ccccc1F)NC1CCS(=O)(=O)C1 (configuration not stated),0.2
COCc1cc(C)nc(OCC(=O)N/N=C/c2ccccc2)c1C#N,-0.6
C/C(=N\NC(=O)CNc1cccc2ccccc12)c1ccc(Br)s1,1.6
Cc1ccc(OCC(=O)Nc2ccc3c4c(cccc24)CC3)c(C)c1,1.0
Cc1ccc(S(=O)(=O)N2C[C@H]3[C@H]4C(=O)N(c5ccccc5)C(=O)[C@H]4CC(=O)[C@H]3[C@@H]2c2cccc3ccccc23)cc1,-0.5
Cc1cccc2nc(-c3cccc(NC(=O)c4ccc(Cl)cc4)c3)cn12,0.3
Clc1ccccc1CN1CCN(CCCc2ccccc2)CC1,-2.9
Cc1ccc2nc(CSc3nnc(-c4ccco4)n3-c3ccccc3)cc(=O)n2c1,1.8
CNC(=O)C[C@H]1C(=O)N(c2ccc(Br)cc2)C[C@@H]1C,0.0
O=C(O)CCC(=O)Nc1ccc(F)cc1,-0.5
COc1ccccc1N1CCN(c2nc(C)cc(=O)[nH]2)CC1,-0.1
O=C(c1ccccc1F)N1CCC(O)(c2cccnc2)CC1,-0.7
COc1cc2sc3cc(NCc4ccc(C)o4)ccc3c(=O)c2cc1OC,4.1
CCC(=O)OCCNc1cc(Sc2nc3ccccc3s2)c2nonc2c1[N+](=O)[O-],-7.5
Cc1ccc(CN2CCN(Cc3cn[nH]c3-c3ccccc3)CC2CCO)o1 (configuration not stated),2.6
COc1cc(-n2c(N)c(C(=O)NCc3ccco3)c3nc4ccccc4nc32)cc(OC)c1OC,0.2
COc1ccc2[nH]c3c(c2c1)CCN1C(=O)C(CC(=O)NCCCN(C)C)C[C@H](C(=O)N2CCCCC2)[C@@]31C (some centres not stated),-0.1
CCN(CCCNS(=O)(=O)c1ccc2c(c1)CCN2C(C)=O)c1cccc(C)c1,-1.1
O=[N+]([O-])c1ccc(/C=N/Nc2ncc(-c3ccccc3)cn2)cc1,-1.3
C=CCn1c(COc2ccccc2F)nnc1SCC(=O)Nc1cc(C)on1,-0.1
COc1ccc2c(c1)CCCC(Br)C2=O (configuration not stated),5.8
O=S(=O)(Nc1ccc(O)c2ccccc12)c1cccs1,-2.7
COc1ccc(NC(=O)CN2CCC(NC(=O)c3ccc(OC)cc3)CC2)cc1,-0.2
COc1ccc(N(CC(=O)NC2CCCCC2)C(=O)CNC(=O)c2ccco2)cc1OC,0.1
OCCCn1c(CCCNc2nc(-c3cccc(Br)c3)cs2)nc2cc(Cl)c(N3CCCCC3)cc21,-7.2
O=C(OCC#CCSc1nnc(-c2ccc(Cl)cc2)o1)c1ccc(F)cc1,0.7
COc1ccc(CNC(=O)OC2CC3CC2[C@H]2CCCCN2C3=O)cc1 (some centres not stated),-0.7
O=C(CN1CCCN(Cc2ccc(F)cc2Cl)C1=O)NC1CCCCCCC1,-1.1
O=C(COc1ccc(Cl)cc1)NCc1nnc(SCC(=O)Nc2ccccc2F)o1,0.9
CCCCn1nnnc1C(c1ccccc1)N1CCN(c2ccc(OC)cc2)CC1 (configuration not stated),-0.4
CCC(C)N1C(=O)c2ccccc2C1C(=O)NC1CCCCCC1 (configuration not stated),14.6*
Cc1ccc2[nH]c3c(=O)n(Cc4ccco4)cnc3c2c1,0.5
c1ccc(NN(Cc2ccncc2)c2ccccc2)cc1,-1.0

# Remaining list, next part
SMILES,TTR transcr act
Nc1cc([N+](=O)[O-])ccc1O,0.7
CC(NC(=O)CN1CCc2ccccc21)c1ccccc1 (configuration not stated),2.0
CN(C(=O)c1ccc(NC(=O)Cc2cccc(NC(=O)C3CCCN(S(=O)(=O)c4cccc([N+](=O)[O-])c4)C3)c2)cc1)C1CC1 (configuration not stated),1.5
CCOC(=O)C1CCN(C(=O)COC(=O)C2CCN(S(=O)(=O)c3ccc4c(c3)OCCO4)CC2)CC1,4.6
CCCC/C=C1/[C@@H](CC)N(Cc2ccc(OC)cc2OC)C2=N[C@@H](c3ccccc3)CC(=O)N21,2.0
Cc1cc(NC(=O)CCCn2nc([N+](=O)[O-])cc2C)no1,2.5
CCC(CC)NC(=O)Nc1ccc(F)cc1F,-1.5
COc1ccc(NC(=O)CSc2nnc(-c3ccccc3)n2Cc2ccco2)cc1OC,-0.9
CCCCc1n[nH]c(=S)n1Cc1ccc(Cl)cc1,2.7
C=CCn1c(SCC(=O)Nc2ccc(N3CCOCC3)cc2)nnc1-c1ccco1,1.9
CCCCOC(=O)c1c(C)oc2ccc(NS(=O)(=O)c3ccc4c5c(cccc35)C(=O)N4)cc12,-0.1
Cc1ccc(C2NCCS2)cc1 (configuration not stated),2.8
OCCc1ccc(NCCc2ccco2)cc1,1.3
CCOC(=O)N1CCN(C(=O)CCCCCn2c(=S)[nH]c3ccsc3c2=O)CC1,-1.2
Cc1ccccc1Cn1ccc(NC(=O)c2cnn3c2NC(c2ccccc2)CC3C(F)(F)F)n1 (configuration not stated),-2.0
O=C(CSc1nnc(COc2ccccc2Cl)o1)NC(=O)NCc1ccco1,1.3
CCOc1ccc(NC(=O)CC2NCCNC2=O)cc1 (configuration not stated),2.9
CCCC(=O)Oc1ccc(C2NC(=O)c3ccccc3O2)cc1OC (configuration not stated),-1.3
COc1ccc(Cc2c(C(C)(C)C)nc3cc(C)c(Br)c(C)n23)c(C)c1,-1.4
COc1ccc2c(CC(=O)N(C)CC3COc4ccccc4O3)coc2c1 (configuration not stated),3.4
CC(C)OC(=O)CC(=O)CSc1nc2c(cc1C#N)CCC2,-0.6
CN(C)C(=O)CCc1ccc2c3c([nH]c2c1)[C@]1(C)[C@@H](C(=O)N2CCOCC2)C[C@H](CC(=O)NCCC2=CCCCC2)C(=O)N1CC3,-0.7
O=C(Cn1c(=O)oc2cc(S(=O)(=O)N3CCCCCC3)ccc21)NC1CCCCC1,1.9
COc1cc(NC(=S)N2CCC(C(N)=O)CC2)cc(OC)c1,-0.9
C#CC1(NC(=O)NC(=O)c2c(F)cccc2F)CCCCC1,-1.3

# At a glance, part of the list above:
SMILES,TTR transcr act
COc1ccc2c(CC(=O)N(C)CC3COc4ccccc4O3)coc2c1 (configuration not stated),3.4
CC(C)OC(=O)CC(=O)CSc1nc2c(cc1C#N)CCC2,-0.6
CN(C)C(=O)CCc1ccc2c3c([nH]c2c1)[C@]1(C)[C@@H](C(=O)N2CCOCC2)C[C@H](CC(=O)NCCC2=CCCCC2)C(=O)N1CC3,-0.7
O=C(Cn1c(=O)oc2cc(S(=O)(=O)N3CCCCCC3)ccc21)NC1CCCCC1,1.9
COc1cc(NC(=S)N2CCC(C(N)=O)CC2)cc(OC)c1,-0.9
